High-throughput results as filed in PubChem.
DRD3 agonist: qHTS of D3 Dopamine Receptor Agonist: qHTS | D3R DiscoveRx beta-arrestin cells, luminescence, 90 min | max activation, % | 410,000 compounds, 0.58% hits; in the data active = max activation above about 30%; also: 0% is about no effect; mostly tested at two doses, the higher about 12 µM
Target sequence (P35462 whole entry, looked up): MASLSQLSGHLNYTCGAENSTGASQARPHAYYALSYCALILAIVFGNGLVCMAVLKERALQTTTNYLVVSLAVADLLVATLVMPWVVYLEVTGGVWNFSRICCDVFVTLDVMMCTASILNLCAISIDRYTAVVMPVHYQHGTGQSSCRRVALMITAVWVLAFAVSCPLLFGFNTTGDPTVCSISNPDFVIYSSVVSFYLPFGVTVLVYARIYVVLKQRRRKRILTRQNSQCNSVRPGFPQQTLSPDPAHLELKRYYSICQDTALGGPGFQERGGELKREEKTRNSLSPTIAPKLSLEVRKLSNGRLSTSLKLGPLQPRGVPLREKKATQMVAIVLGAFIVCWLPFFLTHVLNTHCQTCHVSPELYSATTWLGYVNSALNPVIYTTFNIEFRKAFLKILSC
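Cells at 1500/well, incubated overnight, then treated with pinned compounds (dopamine as control) for 90 min at 37 degrees C. DiscoveRx reagent added for 30 - 60 minutes at room temperature; luminescence read.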
PLK1 PBD block: qHTS for Inhibitors of PLK1-PDB (polo-like kinase 1 - polo-box domain): Primary Screen | Serine/threonine-protein kinase PLK1 (Homo sapiens), P53350 | Plk1 PBD binding of FITC phosphopeptide, fluorescence polarization | Potency, µM, inactives show max response, negative = inhibition, most hits filed as inhibitors | 360,000 compounds, 2.8% hits | AID 720504, 2013; also: potency is read from the fitted curve at half-maximal effect; series mostly up to about 57 µM; % is scaled to controls: 0 for no effect and ±100 for the full control effect; nearly all actives have a fitted effect of over 65% in size
HEK293 tox: qHTS of GLP-1 Receptor Inverse Agonists: Cytotox Screen. HEK293 cAMP-luciferase reporter cells, luminescence, 24 h. Potency, µM (series often up to 38.3 µM), without a hit: top-dose activity change, negative = inhibition, actives largely listed as inhibitors. 410,000 compounds, 0.13% hits. AID 624418, 2012;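 also: loss of luciferase light is scored as toxicity; potency is read from the fitted curve at half-maximal effect; % is scaled to controls: 0 for no effect and ±100 for the full control effect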
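MLSMR compounds, 24 hr on cells at 37 deg C/5% CO2; luminescence after luciferase reagent (12 min RT). Inhibition counted as the undesired cytotoxic outcome.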
IL-2 act: qHTS of IL-2 Activators | 360,000 compounds, 0.065% hits | IL-2 activation reporter assay, cell-based qHTS; stimulated with anti-CD3/CD4/CD28 beads; in transgenic mouse T cells | activation, % (series mostly up to about 46 µM); in the data active = activation above about 50%; inconclusive = mostly about 30% to 49%; also: 0% is about no effect
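Using fluorescent plate cytometry, EGFP and DsRed are detected in transgenic mouse T cells stimulated 18 h at 37 degrees C with antibody-coated beads after 60 min compound pretreatment.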
GLP1R ag: qHTS of GLP-1 Receptor Agonists | Glucagon-like peptide 1 receptor (Homo sapiens), P43220 | HEK293 GLP-1R CRE-luciferase, luminescence, 4-6 h; cells express a hypersensitive GLP-1R form | Potency, µM (highest dose often 45.6 µM), for the others: at the highest dose activation, usual class: activators | 380,000 compounds, 0.007% hits | AID 624172, 2012; also: potency is read from the fitted curve at half-maximal effect; % of control where 0% means no effect
PI5P4Ka inh: qHTS for Inhibitors of phosphatidylinositol 5-phosphate 4-kinase (PI5P4K) | 330,000 compounds, 1.2% hits | Phosphatidylinositol 5-phosphate 4-kinase type-2 alpha (Homo sapiens), P48426 | AID 652105, 2013 | max response, % | PI5P4Kalpha enzyme, ADP-Glo luminescence, 60 min; hits give low values; active = max response of -50% or lower; inconclusive = between -30% and -50%; inactive = -30% or higher; also: value at the top dose of about 77 µM; % is scaled to controls: 0 for no effect and ±100 for the full control effect
Target sequence (P48426 whole entry, looked up): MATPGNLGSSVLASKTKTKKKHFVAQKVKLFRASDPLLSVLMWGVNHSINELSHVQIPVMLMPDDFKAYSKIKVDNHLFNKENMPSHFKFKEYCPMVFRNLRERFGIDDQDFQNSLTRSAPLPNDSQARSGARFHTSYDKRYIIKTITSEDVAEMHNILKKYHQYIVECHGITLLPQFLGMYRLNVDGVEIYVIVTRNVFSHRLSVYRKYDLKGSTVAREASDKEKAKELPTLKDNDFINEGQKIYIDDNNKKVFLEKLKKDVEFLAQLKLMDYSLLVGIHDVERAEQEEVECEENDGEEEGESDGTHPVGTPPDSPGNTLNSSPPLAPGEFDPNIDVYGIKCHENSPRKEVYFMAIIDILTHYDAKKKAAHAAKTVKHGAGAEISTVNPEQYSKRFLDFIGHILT
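Human PI5P4Kalpha with substrate in 0.038 M HEPES pH 7.4, 0.28 mM EGTA, 0.1% CHAPS, 5% DMSO; reaction started with 5 microM ATP (final), 60 min at room temperature. ADP formed read by ADP-Glo luminescence.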
DRD3 antagonist: qHTS of D3 Dopamine Receptor Antagonist: qHTS | max response, negative = inhibition, % | 360,000 compounds, 2.5% hits | D3R cells, DiscoveRx beta-arrestin luminescence, antagonist mode; hits give low values | D(3) dopamine receptor (Homo sapiens), P35462; in the data active = max response below about -50%; inconclusive = no clear call, values can overlap the other calls; also: % is scaled to controls: 0 for no effect and ±100 for the full control effect; mostly tested at two doses, the higher about 12 µM
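Cells expressing the human receptor were seeded at 1500 cells/well, incubated overnight at 37 degrees C in 5% CO2, then exposed to library compounds with dopamine controls for 90 minutes at 37 degrees C before luminescent detection.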
WRN helicase inh: qHTS for Inhibitors of WRN Helicase; Potency, µM (series often up to 114 µM), without a hit: at the highest dose activity change, negative = inhibition, most hits filed as inhibitors; 360,000 compounds, 0.46% hits; WRN helicase unwinding, fluorescent forked duplex, kinetic; Bifunctional 3'-5' exonuclease/ATP-dependent helicase WRN (Homo sapiens), Q14191; also: potency is read from the fitted curve at half-maximal effect; % is scaled to controls: 0 for no effect and ±100 for the full control effect; nearly all actives have a fitted effect of over 55% in size
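Screening of the MLSMR collection measured strand separation of a quenched forked DNA duplex (100 nM) by 20 nM WRN with 2 mM ATP, all final. Compounds were preincubated with enzyme 15 min at room temperature.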
GLP-1R inv ag: qHTS of GLP-1 Receptor Inverse Agonists (Inhibition Mode) | Glucagon-like peptide 1 receptor (Homo sapiens), P43220 | HEK293 GLP-1R CRE-luciferase, luminescence, 24 h; GLP-1R form is constitutively active | Potency, µM (highest dose often 38.3 µM), for inactives: at the highest dose activity change, negative = inhibition, hits mostly inhibitors | 410,000 compounds, 1.6% hits; also: potency is read from the fitted curve at half-maximal effect; % is scaled to controls: 0 for no effect and ±100 for the full control effect; nearly all actives have a fitted effect of over 55% in size
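Readout was luciferase luminescence, measured 12 min after detection reagent at room temperature. Beforehand, GLP-1R reporter HEK293 cells had sat 12 h, then received compounds for 24 hr at 37 deg C.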
An asterisk follows results filed as active; ? = inconclusive; . = not tested or not shown; & = joins results of further samples; [ ] = dose if it differs, or a comment. Unless noted, calls follow the shape of the dose curve; as a rule, active = well fitted curve in the direction sought with a large enough effect; inconclusive = small, poorly fitted or top-dose-only effect, or another doubt; inactive = no such curve, though single readings can be large; an effect the other way counts as inactive or inconclusive. No enrichment for hits; any-hit rate near 7.8%.

(1) Cc1cccc(N2CCN(C(=O)CSc3nnnn3C3CC3)CC2)c1C
(2) O=[N+]([O-])c1ccccc1S(=O)(=O)N1CCCCC1
(3) Cc1ccc(Cn2c(SCC(=O)N3CC(=O)Nc4ccccc43)nc3ccccc3c2=O)cc1
(4) Cc1c(Cl)cnc(NC(=O)COC(=O)c2nn(C)c(=O)c3ccccc23)c1Cl
(5) Cc1cn2c(=O)cc(COc3cccc(NC(=O)c4ccccc4C)c3)nc2s1
(6) Cc1ccc(S(=O)(=O)Nc2cccc(C(=O)NCC(c3ccccc3)N(C)C)c2)cc1F (stereo not given)

assay / compound,1,2,3,4,5,6
DRD3 agonist,15,-8,-10,4,-10,-23
PLK1 PBD block,-5%,27µM*,-1%,-16%,.,-14%
HEK293 tox,0%,-7%,-17%,4%,7%,-13%
IL-2 act,0.6,-5.0,-0.4,-0.4,.,2.6
GLP1R ag,2%,-4%,1%,-2%,0%,14%
PI5P4Ka inh,11,-5,7,-25,.,-3
DRD3 antagonist,-2,-15,-23,13,.,?
WRN helicase inh,-10%,1%,-32%,-23%,.,8%
GLP-1R inv ag,?,-18%,-7%,2%,6%,?

(7) COc1ccc(CNc2nc3c(c(=O)n(Cc4ccc(Cl)cc4)c(=O)n3C)n2C)cc1
(8) COc1ccccc1C(CNC(=O)c1cccc(S(=O)(=O)Nc2ccc(F)cc2)c1)N1CCCC1 (stereo not given)
(9) Cc1cccc(C(=O)NNc2ncnc3c2cnn3C)c1
(10) COc1ccc(-c2ccc3c(c2)S(=O)(=O)c2cccc(C(=O)NC4CCCCC4)c2C3=O)cc1OC
(11) COCCCNC(=O)c1cc2cc([N+](=O)[O-])cc(OC)c2oc1=O
(12) CCOc1ccc(S(=O)(=O)N2CCCCC2)cc1NC(=O)CN1C(=O)NC(C)(C2CC2)C1=O (stereo not given)

assay / compound,7,8,9,10,11,12
DRD3 agonist,1,-17,4,3,1,-1
PLK1 PBD block,1%,-3%,-6%,10%,-1%,-1%
HEK293 tox,-25%,?,-3%,-26%,-4%,3%
IL-2 act,-1.3,-2.2,-3.3,-0.2,-3.4,0.4
GLP1R ag,-13%,15%,-2%,-4%,-1%,10%
PI5P4Ka inh,15,2,2,7,-4,1
DRD3 antagonist,34,-20,-17,3,-2,1
WRN helicase inh,-8%,?,-1%,2%,3%,-10%
GLP-1R inv ag,0%,?,8%,14%,0%,18%

(13) CN(C)c1nc(NCc2ccccc2)nc(N/N=C/c2ccc(Cl)cc2Cl)n1
(14) CCOc1ccc(CCNC(=O)COC(=O)CNS(=O)(=O)c2ccc(C)cc2)cc1OCC
(15) CC(C)OC(=O)c1cccnc1SCC(=O)N(C)c1ccccc1
(16) CCOc1ccc(NS(=O)(=O)c2csc(C(N)=O)c2)cc1
(17) COc1ccc(S(N)(=O)=O)cc1C(=O)NNC(=O)CN(C)S(=O)(=O)c1ccc(Cl)cc1
(18) S=c1[nH]nc(-c2ccc(Cl)cc2)n1-c1ccc(Cl)cc1

assay / compound,13,14,15,16,17,18
DRD3 agonist,-8,6,-6,-10,-7,1
PLK1 PBD block,-7%,3%,-10%,-18%,0%,?
HEK293 tox,-1%,4%,1%,1%,-10%,-5%
IL-2 act,-4.1,5.0,-0.9,0.5,-1.0,0.3
GLP1R ag,-7%,15%,12%,5%,2%,-2%
PI5P4Ka inh,1,8,.,11,-3,0
DRD3 antagonist,37,5,-11,8,-29,-13
WRN helicase inh,1%,-5%,-2%,11%,2%,-11%
GLP-1R inv ag,12%,13%,5%,-14%,3%,9%

(19) O=C(NCc1ccccc1)C1=C[C@H](c2ccc3c(c2)OCO3)C[C@H](OCCCCO)O1
(20) COc1cccc(CNC(=O)C2CCN(c3cnccn3)CC2)c1
(21) COC(=O)c1sc(C(=O)OC)c(C(=O)OC)c1C(=O)OC
(22) Cc1nn(-c2ccccc2)c(N2CCCC2)c1/C=N/NC(=O)C1CC1
(23) CCOC(=O)C1CCCN(CC(O)COCc2ccccc2OC)C1 (stereo not given)
(24) COCCNC(=O)/C(=C/c1ccccc1Cl)c1ccccc1

assay / compound,19,20,21,22,23,24
DRD3 agonist,-4,0,-6,-1,-13,-3
PLK1 PBD block,-5%,2%,-1%,-4%,-4%,-7%
HEK293 tox,-1%,3%,-13%,15%,-2%,5%
IL-2 act,0.1,0.3,0.1,0.4,1.2,0.6
GLP1R ag,-5%,-5%,0%,11%,0%,12%
PI5P4Ka inh,-2,6,-6,-4,2,1
DRD3 antagonist,11,2,15,-5,-24,12
WRN helicase inh,-8%,2%,-3%,1%,4%,-16%
GLP-1R inv ag,13%,-12%,5%,-19%,-16%,-46%

(25) COc1ccc(C2C3=C(N=C4SCC(=O)N42)c2ccccc2CC3)cc1 (stereo not given)
(26) CC(=O)c1ccc(NC(=O)c2sc3nc(N4CCOCC4)c4c(c3c2N)CCCC4)cc1
(27) CC(C)=CC1C=C(C)C(C)C2C(=O)NNC(=O)C12 (stereo not given)
(28) Cc1cccc(OCC(=O)O/N=C(\N)c2ccc(Cl)cc2)c1
(29) O=C(CN1C(=O)CSc2ncccc21)Nc1cccc(Cl)c1
(30) CN(C(=O)CSc1nnc(Cc2ccccc2F)n1N)C1CCCCC1

assay / compound,25,26,27,28,29,30
DRD3 agonist,-4,8,2,2,-5,0
PLK1 PBD block,-13%,-29%,-7%,-8%,-20%,-7%
HEK293 tox,?,2%,3%,26%,6%,-2%
IL-2 act,0.1,-0.2,-2.2,0.5,-2.0,0.1
GLP1R ag,4%,4%,-5%,2%,0%,-2%
PI5P4Ka inh,0,-8,.,20,-4,-4
DRD3 antagonist,0,22,-97*,-5,?,-6
WRN helicase inh,-8%,-4%,-1%,15%,-4%,-8%
GLP-1R inv ag,?,6%,0%,14%,7%,3%

(31) CC(=O)c1coc2ccc(OCCN3CCCCC3)cc12
(32) COc1nc(=O)n(C2C=CC(=O)O2)cc1F (stereo not given)
(33) COc1ccc(Oc2nc(C)cc(C)c2C#N)cc1
(34) CCN1CCN(c2ccc(NC(=O)c3ccc(OC)c(S(=O)(=O)N4CCCC4)c3)cc2)CC1
(35) COc1cccc(CNC(=O)COC(=O)CN(C)S(=O)(=O)c2ccc(NC(C)=O)cc2)c1
(36) COc1ccc(C(=O)NC2CC2)cc1OC1CCN(Cc2ccccc2)CC1

assay / compound,31,32,33,34,35,36
DRD3 agonist,-36,-6,3,1,-2,-2
PLK1 PBD block,-16%,-7%,4%,-8%,-9%,-12%
HEK293 tox,6%,16%,1%,-5%,-1%,2%
IL-2 act,1.5,-0.1,5.7,1.5,0.9,0.1
GLP1R ag,-1%,-3%,1%,18%,-1%,-16%
PI5P4Ka inh,.,1,.,1,-2,3
DRD3 antagonist,-84*,-10,-13,-3,6,-5
WRN helicase inh,4%,-6%,-5%,3%,-21%,-19%
GLP-1R inv ag,9%,-13%,25%,-7%,6%,?

(37) Cc1cc(C(=O)Cn2c(CO)nc3ccccc32)c(C)n1C
(38) Cc1ccc(NC(=O)c2cc(C)nn2-c2ccccc2)cc1
(39) CCOC(=O)N1CCN(C(=O)COC(=O)CN(C)S(=O)(=O)c2ccc(NC(C)=O)cc2)CC1
(40) O=C(Cn1ccccc1=O)NCc1ccc(F)cc1
(41) COc1ccccc1-n1c(SCC(=O)NCC2CCCO2)nc2c([nH]c3ccccc32)c1=O (stereo not given)
(42) Cc1ccccc1NC(=O)C(C)c1cccc(C(=O)c2ccccc2)c1 (stereo not given)

assay / compound,37,38,39,40,41,42
DRD3 agonist,3,-6&-2,11,-2,-19,8
PLK1 PBD block,-5%,-6%,2%,-12%,-6%,3%
HEK293 tox,4%,10%&-6%,2%,-3%,-10%,2%
IL-2 act,-2.1,-1.9,-1.1,-2.3,-3.4,-1.1
GLP1R ag,10%,20%,1%,1%,9%,0%
PI5P4Ka inh,-29,1,-8,-1,-1,.
DRD3 antagonist,11,0,-4,?,-57*,22
WRN helicase inh,-8%[11.6 µM],-3%,-15%,0%,6%,-8%
GLP-1R inv ag,1%,1%&-7%,7%,10%,12%,?

(43) CN(CCNC(=O)C1CCN(S(=O)(=O)N2CCOCC2)CC1)CCc1ccccc1
(44) Cc1ccccc1CC(=O)Nc1ccc(S(=O)(=O)N2CCOCC2)cc1
(45) CSc1ccc(CN(C)C(C)C(=O)NCc2ccccc2)cc1 (stereo not given)
(46) CCn1c(CNC(=O)c2ccccc2F)nnc1SCCOc1ccccc1
(47) O=C(Nc1nc2cc3c(cc2s1)OCO3)C1=COCCO1

assay / compound,43,44,45,46,47
DRD3 agonist,-8,6,-7,4,0
PLK1 PBD block,-11%,-9%,0%,-3%,1%
HEK293 tox,24%,3%,8%,-16%,-8%
IL-2 act,0.9,-0.4,3.8,-0.6,0.0
GLP1R ag,-7%,-2%,12%,-4%,-15%
PI5P4Ka inh,4,0,1,-12,-8
DRD3 antagonist,-12,7,-1,-2,19
WRN helicase inh,4%,6%,-18%,-12%,11%
GLP-1R inv ag,8%,1%,?,?,2.2µM*
